# Assay outcomes as filed in PubChem.
# TLR9-MyD88 block: inhibitors of TLR9-MyD88 association in cells, primary screen, cell-based, CHO, BLA complementation, fluorescence; inhibition, % at 4.98 µM; CCF4 FRET ratio; Toll-like receptor 9 (Homo sapiens) + Myeloid differentiation primary response protein …; 340,000 tested, 0.21% active;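 active = inhibition above the mean over all tested compounds plus 3 SD, cut at about 21% in these data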;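 also: 0% = DMSO only wells and 100% = clavulanate BLA inhibitor control wells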
# SRC3 inh: SRC3 coactivator transcriptional activity inhibitors, primary screen, cell-based, luminescence; HEK293 GAL4-SRC3 luciferase reporter; inhibition, % at 3.6 µM; Nuclear receptor coactivator 3 (Homo sapiens), Q9Y6Q9; 360,000 tested, 0.17% active;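 active = inhibition above a per-campaign cutoff, the mean of all compounds plus 3 SD, cut at about 60% in these data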;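 also: 0% = DMSO-treated cells and 100% = gossypol-treated cells at 36 µM; higher means less SRC3-driven luciferase light from the GAL4 reporter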
# C8 TRAIL sens: viability loss with TRAIL in NB7+C8 cells, primary screen, TRAIL sensitizer project, cell-based, ATPlite luminescence; inhibition (viability loss, TRAIL sensitization), % at 10 µM; 360,000 tested, 1% active;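 active = compounds causing at least 50% loss of cell viability in the single-dose screen, relative to plate controls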
# EBV LMP1 NFkB: EBV LMP1-driven NF-kappaB luciferase reporter inhibitors, primary screen, cell-based, luminescence, single point. AID 504558, 2011. LMP1-induced NF-kappaB luciferase reporter cells. 350,000 tested, 0.69% active. inhibition, % at 12.5 µM; in the data active = inhibition above about 41%;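 also: 0% = neutral control wells and 100% = reference inhibitor control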
# NOD2 RIPK2 PPI: NOD2-RIPK2 binding disruptors in cells, primary screen, fluorescence, CHO cells, BLA complementation; inhibition, % at 4.98 µM; Receptor-interacting serine/threonine-protein kinase 2 (Homo sapiens), O43353; CCF4 ratio; 360,000 tested, 0.38% active; in the data active = inhibition above about 21%;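 also: 0% = vehicle only and 100% = reference blocker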
# Target sequence (O43353 whole entry, looked up): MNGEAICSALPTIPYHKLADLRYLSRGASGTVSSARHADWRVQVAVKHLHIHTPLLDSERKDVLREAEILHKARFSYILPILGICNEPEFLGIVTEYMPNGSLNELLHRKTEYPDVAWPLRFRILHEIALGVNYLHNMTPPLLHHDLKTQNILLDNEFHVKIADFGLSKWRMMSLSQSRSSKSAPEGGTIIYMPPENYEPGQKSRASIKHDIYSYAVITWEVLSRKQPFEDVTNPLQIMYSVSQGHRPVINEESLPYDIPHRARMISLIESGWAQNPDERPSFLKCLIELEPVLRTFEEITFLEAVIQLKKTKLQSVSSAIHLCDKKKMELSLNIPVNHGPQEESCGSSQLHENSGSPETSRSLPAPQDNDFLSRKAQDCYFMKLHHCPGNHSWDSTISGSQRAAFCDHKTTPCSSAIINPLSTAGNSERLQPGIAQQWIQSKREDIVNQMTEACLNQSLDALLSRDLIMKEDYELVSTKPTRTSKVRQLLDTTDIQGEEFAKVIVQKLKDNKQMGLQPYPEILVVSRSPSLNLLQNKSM
# COUP-TFII inh: NR2F2 transcriptional activity inhibitors, primary screen, cell-based, luciferase reporter, HEK293T, luminescence | HEK293T NGFI-A luciferase reporter | inhibition, % at 8.6 µM | 370,000 tested, 0.7% active | COUP transcription factor 2 (Homo sapiens), P24468;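 active = inhibition above a per-plate cutoff, mean inhibition of test wells between control levels plus 3 SD, cut at about 38% in these data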;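 also: cells cotransfected with COUP-TFII expression vector driving the NGFI-A reporter; 0% = median of COUP-TF2 test wells and 100% = reporter-only cells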
# Target sequence (P24468 whole entry, looked up): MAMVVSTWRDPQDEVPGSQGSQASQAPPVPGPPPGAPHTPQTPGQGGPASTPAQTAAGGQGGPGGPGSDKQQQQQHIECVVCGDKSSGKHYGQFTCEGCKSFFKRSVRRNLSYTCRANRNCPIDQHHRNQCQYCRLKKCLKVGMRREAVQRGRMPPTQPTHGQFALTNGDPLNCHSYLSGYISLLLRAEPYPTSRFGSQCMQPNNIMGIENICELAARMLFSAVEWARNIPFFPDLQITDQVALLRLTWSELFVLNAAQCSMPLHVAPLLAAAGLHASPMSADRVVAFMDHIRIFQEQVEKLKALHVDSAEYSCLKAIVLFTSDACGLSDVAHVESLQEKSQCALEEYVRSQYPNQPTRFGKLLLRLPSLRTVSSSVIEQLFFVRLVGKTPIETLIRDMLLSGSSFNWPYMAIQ
# NCOA2 inhibitor: inhibition of GAL4-SRC2 driven luciferase reporter, primary screen, SRC2 inhibitor project, cell-based, luminescence | Nuclear receptor coactivator 2 (Homo sapiens), Q15596 | HEK293 GAL4-SRC2 luciferase reporter | inhibition, % at 9 µM | 370,000 tested, 0.17% active;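 active = inhibition above the mean inhibition of all tested compounds plus 3 SD, set per campaign, cut at about 52% in these data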;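 also: 0% = DMSO treated cells and 100% = cells given Gossypol at 36 µM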
# Vif imaging: HIV Vif self-association inhibitors, primary screen, imaging, HEK293T, single point | inhibition, % at 7.49 µM | AID 602346, 2012 | HEK293T cells, Vif self-association by quenched fluorescence, 24 h | 340,000 tested, 0.35% active; in the data active = inhibition above about 50%, passing the limit was not always enough; also: some results filed as inactive read as strong as hits
# NR5A2 inv ag: LRH-1 (NR5A2) inverse agonists, primary screen, cell-based, luminescence, HEK293T, StAR-luciferase reporter; Nuclear receptor subfamily 5 group A member 2 (Homo sapiens), O00482; LRH-1 transfected, 24 h; inhibition, % at 3.6 µM; 360,000 tested, 0.13% active; AID 602396, 2012;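 active = inhibition above the mean inhibition of all tested compounds plus 3 SD, cut at about 73% in these data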;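 also: 0% = DMSO wells and 100% = reporter-only cells lacking LRH-1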
# NCOA1 inh: SRC1 coactivator transcriptional activity inhibitors, primary screen, cell-based, luminescence. Nuclear receptor coactivator 1 (Homo sapiens), Q15788. HEK293 GAL4-SRC1 luciferase reporter. inhibition, % at 3.6 µM. 360,000 tested, 0.12% active;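 active = inhibition above the campaign mean plus 3 SD, with each screening campaign given its own cutoff, cut at about 60% in these data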;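 also: 0% = DMSO treated cells and 100% = gossypol at 36 µM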
# TROY NFkB inh: inhibitors of TROY-driven NF-kB signaling, primary screen, Q293 LMP1-TROYcd cells, NF-kB luciferase, uHTS; Q293 LMP1-TROYcd NF-kB luciferase reporter, 4 h; inhibition, % at 10 µM; 360,000 tested, 0.98% active; AID 1347056, 2019;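 active = compounds whose plate-normalised and pattern-corrected inhibition of the luciferase reporter signal at the single screening dose is 50% or more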
# Active calls of the source: *; x = no result given. An excerpt. The share of hits here may be higher or lower than overall.
SMILES,TLR9-MyD88 block,SRC3 inh,C8 TRAIL sens,EBV LMP1 NFkB,NOD2 RIPK2 PPI,COUP-TFII inh,NCOA2 inhibitor,Vif imaging,NR5A2 inv ag,NCOA1 inh,TROY NFkB inh
O=C(NC1CCCC1)C1CCCN(S(=O)(=O)c2cccc3cccnc23)C1 (centres undefined),-8,22,-14,-2,1,32,18,2,19,4,-11
CCCCCCCc1nc2c(=O)n(C)c3ccccc3c2o1,-2,9,-4,5,-2,0,-19,3,9,-30,-19
O=C(COC(=O)c1cc(F)cc(F)c1)NCCCc1ccccc1,10,12,1,4,-8,-3,-4,10,4,12,4
Cc1cccc(S(=O)(=O)Nc2ccc(-c3cn4ccccc4n3)cc2)c1,-10,-5,2,-16,-2,-33,0,8,-41,-54,12
CNC(=O)COc1ccc(C=O)cc1OC,5,21,-11,2,-9,-6,-12,-1,3,-44,-3
COc1ccccc1C(=O)N(CCC1CCCN1C)c1nc2ccccc2s1 (centres undefined),-7,63*,28,2,2,58*,40,0,52,54,89*
Nc1nnc(CCS(=O)(=O)c2cc(Cl)ccc2Cl)s1,-6,17,8,-2,-6,7,16,1,-10,-11,2
Cc1ccccc1OCC(=O)N=Nc1c(O)n(C)c2ccccc12,-4,-11,2,-6,-14,-12,-8,1,20,-10,-36
CC(C)OCCCNC(=O)C1CC(=O)N(CCc2ccccc2)C1 (centres undefined),-10,-11,-13,2,-11,-3,23,8,-5,-29,-4
CC(=C/c1ccco1)/C=N/NC(=O)c1ccncc1,x,11,4,x,-6,-14,-36,5,-8,-1,-19
O=C(NCc1csc(-c2cccs2)n1)Nc1ccc(C(F)(F)F)cc1,x,8,-2,x,1,-4,13,-7,3,20,-16
CC(=O)c1cc(F)c(N2CCCC2)cc1C,-2,-35,-11,-6,8,2,5,8,10,-22,-10
CCOc1cc(CNc2ccc(S(N)(=O)=O)cc2)cc(Cl)c1OC,1,-19,-18,8,1,-16,-9,-3,7,-12,17
O=C(NC1CCCC1)C(c1ccc(Cl)cc1)N1CCOCC1 (centres undefined),6,11,-1,1,-7,-6,-12,x,-3,4,-9
Cc1nn(CC(=O)Nc2c(F)cc(F)cc2Br)c(=O)c2cccn12,-20,1,-8,-5,9,-5,13,5,-18,-9,-1
O=C(Nc1ccccc1)O/N=C(\c1ccccc1)c1ccccn1,4,-22,7,0,-16,12,-16,-4,-6,-10,-55
NC(=O)CN1C(=O)C(=O)N(Cc2cccc(Cl)c2)C1=O,-1,7,-1,0,-7,7,13,-5,-3,6,2
NC(=S)Nc1ccc2cn[nH]c2c1,9,15,-41,0,-2,19,-2,8,14,-6,19
C=CCSC1=C(C#N)C(c2ccccc2)CC(=O)N1 (centres undefined),-2,12,-11,2,-6,2,0,2,-3,-12,-2
Nc1ccc(N2CCN(c3ccccc3)CC2)c(F)c1,-2,6,-3,0,-4,5,-34,12,-10,-7,-6
O=C(C1CCCCN1S(=O)(=O)c1ccccc1)N1CCCCC1 (centres undefined),-8,14,-14,-5,5,1,3,-7,0,10,2
COC(=O)CSc1nc2ccc(NC(=O)c3ccccc3C(=O)N3CCOCC3)cc2s1,5,-2,-9,6,-7,-15,4,4,0,5,7
N#Cc1c(NC(=O)CN2CCN(S(=O)(=O)c3ccc4c(c3)OCCO4)CC2)sc2c1CCC2,-21,1,2,-2,-4,-7,-45,x,-13,1,18
CCN(CC)c1ccc(NC(=O)COC(=O)c2cccs2)cc1,-19,10,14,-12,-1,-30,-1,-9,21,-23,-70
CCc1ccccc1NC(=O)c1cccc(Oc2ccc([N+](=O)[O-])cc2Cl)c1,-6,10,-3,5,-2,-7,-8,6,29,7,8
COc1ccc(NC(=O)COC(=O)Cc2ccc(Br)cc2)cc1,1,23,1,1,-2,10,-7,-5,21,-12,-3
O=C(COC(=O)CNC(=O)c1cccc([N+](=O)[O-])c1)NCc1ccco1,13,8,-14,8,6,-19,2,-5,6,2,0
O=C(O)c1cccc(NC(=S)NC(=O)C(c2ccccc2)c2ccccc2)c1,-1,0,0,-3,-3,11,-19,-2,4,-1,-20
CCC(OCC(O)CN1CCCCC1)c1ccccc1 (centres undefined),-1,-17,-18,-5,7,0,-1,-24,17,9,6
Cc1ccc(C(=O)Nc2cc3[nH]c(=O)oc3cc2C)cc1,-5,-11,6,-6,10,-15,-24,15,-15,-13,-14

# Pulled one by one from above:
SMILES,TLR9-MyD88 block,SRC3 inh,C8 TRAIL sens,EBV LMP1 NFkB,NOD2 RIPK2 PPI,COUP-TFII inh,NCOA2 inhibitor,Vif imaging,NR5A2 inv ag,NCOA1 inh,TROY NFkB inh
CCC(OCC(O)CN1CCCCC1)c1ccccc1 (centres undefined),-1,-17,-18,-5,7,0,-1,-24,17,9,6
O=C(C1CCCCN1S(=O)(=O)c1ccccc1)N1CCCCC1 (centres undefined),-8,14,-14,-5,5,1,3,-7,0,10,2
O=C(O)c1cccc(NC(=S)NC(=O)C(c2ccccc2)c2ccccc2)c1,-1,0,0,-3,-3,11,-19,-2,4,-1,-20
COC(=O)CSc1nc2ccc(NC(=O)c3ccccc3C(=O)N3CCOCC3)cc2s1,5,-2,-9,6,-7,-15,4,4,0,5,7

# One compound at a time, from the list above.
# Record of Nc1ccc(N2CCN(c3ccccc3)CC2)c(F)c1 → TLR9-MyD88 block = -2; SRC3 inh = 6; C8 TRAIL sens = -3; EBV LMP1 NFkB = 0; NOD2 RIPK2 PPI = -4; COUP-TFII inh = 5; NCOA2 inhibitor = -34; Vif imaging = 12; NR5A2 inv ag = -10; NCOA1 inh = -7; TROY NFkB inh = -6
# Record of Cc1ccc(C(=O)Nc2cc3[nH]c(=O)oc3cc2C)cc1 → TLR9-MyD88 block = -5; SRC3 inh = -11; C8 TRAIL sens = 6; EBV LMP1 NFkB = -6; NOD2 RIPK2 PPI = 10; COUP-TFII inh = -15; NCOA2 inhibitor = -24; Vif imaging = 15; NR5A2 inv ag = -15; NCOA1 inh = -13; TROY NFkB inh = -14

# Further structures follow:
SMILES,TLR9-MyD88 block,SRC3 inh,C8 TRAIL sens,EBV LMP1 NFkB,NOD2 RIPK2 PPI,COUP-TFII inh,NCOA2 inhibitor,Vif imaging,NR5A2 inv ag,NCOA1 inh,TROY NFkB inh
CCOC(=O)C1CCN(C(=O)CSc2nc(N)cc(=O)[nH]2)CC1,-5,-7,7,6,3,-20,-18,-11,16,-14,10
COc1ccc(-c2oc3cc(O)c(OC)c(O)c3c(=O)c2OC)cc1O,-5,-9,-1,-4,-4,-74,8,9,17,-31,-16
O=C(/C=C/c1ccco1)NCc1ccc(F)cc1,1,-3,-5,-3,9,-5,-15,10,-13,-10,10
COc1ccc2nc(NC(=O)c3cccc(N4C(=O)CCC4=O)c3)sc2c1,2,-26,58*,9,-4,-4,-10,-3,-32,-13,-40
CCC(C(=O)OC(C)C(=O)Nc1ccc(Cl)cn1)c1ccccc1 (centres undefined),-21,-10,-2,2,-12,5,16,-4,5,12,15
CCCn1c(-c2ccc(C(=O)OC)cc2)nc2c1c(=O)[nH]c(=O)n2Cc1ccccc1,6,-11,4,-14,0,-27,11,20,8,-5,7
CCC(c1nnnn1CCc1ccccc1)N(Cc1ccco1)Cc1cc2c(C)ccc(C)c2[nH]c1=O (centres undefined),-3,2,8,9,3,-14,-9,6,15,3,7
Cc1ccc(Cn2c(SCCN3CCOCC3)nc3c2c(=O)n(C)c(=O)n3C)cc1,-12,11,-13,-8,-5,21,-5,6,-20,7,-1
Cc1cccc(C(=O)NCCCN2CCCC2=O)c1,-6,6,9,-5,3,18,-16,x,-14,-14,1
CCCOc1c(Br)cc(C2C3=C(CCCC3=O)N(CC)C3=C2C(=O)CCC3)cc1OC,1,-22,-8,0,7,-5,-3,4,-11,2,7
Cc1cccc(-n2ncc3c(N4CCCC4)ncnc32)c1,3,-66,80*,7,-9,-66,-59,13,-129,-88,22
CCOC(=O)c1c(NC(=S)Nc2ccccc2)sc2c1CCN(CC)C2,6,5,8,-1,6,-20,2,-17,4,-4,-7
O=c1cnc(-c2ccc(Cl)cc2)cn1O,8,18,2,3,-7,15,2,0,13,10,-18
CC(C)CN1CCN(Cc2c[nH]c3ccccc23)CC1CCO (centres undefined),3,8,5,12,2,-5,6,0,21,-16,12
COc1cccc(NC(=O)c2nc(SC)ncc2Cl)c1,0,-5,-7,6,-6,8,-19,7,12,-11,14

# A few values from the entries so far.
# Result for Cc1cccc(C(=O)NCCCN2CCCC2=O)c1 under NCOA2 inhibitor: -16
# Result for CCCn1c(-c2ccc(C(=O)OC)cc2)nc2c1c(=O)[nH]c(=O)n2Cc1ccccc1 under NOD2 RIPK2 PPI: 0
# Result for COc1cccc(NC(=O)c2nc(SC)ncc2Cl)c1 under EBV LMP1 NFkB: 6

# Next part.
SMILES,TLR9-MyD88 block,SRC3 inh,C8 TRAIL sens,EBV LMP1 NFkB,NOD2 RIPK2 PPI,COUP-TFII inh,NCOA2 inhibitor,Vif imaging,NR5A2 inv ag,NCOA1 inh,TROY NFkB inh
O=C(Nc1cc(S(=O)(=O)N2CCCCC2)ccc1Oc1ccccc1)C1=COCCO1,1,-10,-5,-3,-6,2,-9,-5,-11,-9,1
CCc1ccc(-c2cc(C)no2)cc1S(=O)(=O)NCCc1ccc(S(N)(=O)=O)cc1,-10,21,-5,1,0,-14,-4,3,-1,0,1
Cc1c(C(=O)OCc2ccccc2)nnn1-c1nonc1N,3,7,-3,2,-6,-3,-12,-1,-3,3,-13
CCn1nc(NS(=O)(=O)c2ccccc2[N+](=O)[O-])c2cc3ccc(C)cc3nc21,12,4,5,3,-19,x,x,1,20,-14,-3
COc1ccc(C(=O)COC(=O)c2cnc(C)cn2)c(OC)c1,3,-18,18,4,-1,-21,5,-2,0,4,5
CC(Nc1ncnc2ccccc12)c1ccccc1 (centres undefined),-13,20,16,16,-6,71*,13,-3,45,10,20
CCn1c(C)nc2cc(C(=O)NNC(=O)c3ccc(C)cc3)ccc21,8,2,1,-30,1,-12,-20,5,-19,-22,78*
CCN(CC(=O)Nc1c(F)cccc1F)C(=O)CCc1nc2cc(S(=O)(=O)N(C)C)ccc2n1CC,-8,-1,-9,7,3,6,2,x,7,-5,10
